# Screening results deposited in PubChem BioAssay by The Scripps Research Institute Molecular Screening Center.
# FBW7 activator = FBW7 E3 ligase activators, primary screen, biochemical, AlphaScreen, human; F-box/WD repeat-containing protein 7 (Homo sapiens), Q969H0; AlphaScreen FBW7–phospho-cyclin E peptide binding, activator screen; normalized activity (activation), % at 26.1 µM; hit rate 0.13% among 650,000; AID 1259310, 2017; in the data active means normalized activity above about 1.9%;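 further: purified mutant Fbw7 with reduced substrate affinity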
# GPR151 ag = activators of human GPR151, primary screen, cell-based, PathHunter beta-arrestin, luminescence; G-protein coupled receptor 151 (Homo sapiens), Q8TDV0; PathHunter beta-arrestin GPR151 cells; activation, % at 11.2 µM; hit rate 1% among 650,000; AID 1508602, 2020; in the data active means activation above about 4.9%;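 further: 0% = median of compound wells and 100% = cells with positive control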
# Target sequence (Q8TDV0 whole entry, looked up): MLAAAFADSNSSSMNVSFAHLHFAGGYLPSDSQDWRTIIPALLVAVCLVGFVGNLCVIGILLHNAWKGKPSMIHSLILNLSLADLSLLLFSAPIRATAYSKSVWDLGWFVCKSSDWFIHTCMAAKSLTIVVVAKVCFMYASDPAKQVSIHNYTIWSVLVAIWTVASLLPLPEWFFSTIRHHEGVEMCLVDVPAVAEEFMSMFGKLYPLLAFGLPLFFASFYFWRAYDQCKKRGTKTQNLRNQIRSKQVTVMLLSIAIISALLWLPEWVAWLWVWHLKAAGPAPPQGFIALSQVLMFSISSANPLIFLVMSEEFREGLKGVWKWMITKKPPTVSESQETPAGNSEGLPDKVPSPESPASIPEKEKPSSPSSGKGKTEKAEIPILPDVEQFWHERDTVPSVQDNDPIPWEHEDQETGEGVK
# TEAD-YAP block = TEAD-YAP interaction inhibition, primary screen, TEAD-YAP interaction inhibitor project, luminescence, HEK-TIYL cells. TEAD-Gal4/YAP UAS-luciferase luminescence. inhibition, % at 9.12 µM. hit rate 1.4% among 640,000. AID 1259422, 2018; in the data active means inhibition above about 32%;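 further: 0% = median of test compound wells and 100% = reference inhibitor wells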
# MITF inh = MITF inhibitors, primary screen, biochemical, AlphaScreen, human; inhibition, % at 2.6 µM; hit rate 0.91% among 650,000; Microphthalmia-associated transcription factor (Homo sapiens), O75030; AlphaScreen MITF homodimerization, bead proximity signal; in the data active means inhibition above about 50%;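 further: 0% = vehicle wells with protein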
# Target sequence (O75030 whole entry, looked up): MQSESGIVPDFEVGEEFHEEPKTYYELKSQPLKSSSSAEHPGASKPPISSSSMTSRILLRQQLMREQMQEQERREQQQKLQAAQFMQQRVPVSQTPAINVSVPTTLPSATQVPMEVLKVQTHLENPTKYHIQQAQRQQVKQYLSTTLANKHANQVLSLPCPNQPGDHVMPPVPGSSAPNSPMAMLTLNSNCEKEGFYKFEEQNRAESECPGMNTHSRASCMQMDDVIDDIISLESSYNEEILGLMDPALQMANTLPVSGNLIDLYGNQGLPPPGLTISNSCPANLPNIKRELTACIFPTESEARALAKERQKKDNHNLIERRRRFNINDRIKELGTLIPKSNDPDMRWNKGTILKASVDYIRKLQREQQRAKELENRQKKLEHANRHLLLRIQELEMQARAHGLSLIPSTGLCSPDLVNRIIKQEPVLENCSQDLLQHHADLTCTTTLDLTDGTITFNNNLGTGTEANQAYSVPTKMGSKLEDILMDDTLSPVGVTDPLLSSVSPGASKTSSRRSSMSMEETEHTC
# An asterisk follows results filed as active; / = no result given. Not a hit list; any-hit rate near 3.4%.
SMILES,FBW7 activator,GPR151 ag,TEAD-YAP block,MITF inh
CCn1c(=O)c2cc(C(=O)Nc3ccccc3OC)sc2c2ccccc21,0.1,0.2,4,0
C=CCn1c(SCCC#N)nnc1-c1cccnc1,0.1,0.2,-4,-10
Cc1sc2nc(C3CC3)n3c(=O)n(CC(=O)N4CCCCC4C)nc3c2c1C (stereo not given),-0.1,-1.0,0,2
CCC(=O)Nc1ccc(S(=O)(=O)Nc2c(C)cc(C)cc2C)cc1,-0.1,0.2,-4,-1
CSc1cccc(NC(=O)C2C3C=CC4(O3)C2C(=O)N(Cc2ccccc2F)C4C(=O)NC2CCCCC2)c1 (stereo not given),0.1,0.6,0,7
O=C(NCCN1CCNCC1)c1c(O)c2c([nH]c1=O)CCCC2,0.1,1.8,7,3
O=S(=O)(c1ccc2c(c1)OCCO2)N1CCCC(c2nc(-c3cccs3)no2)C1 (stereo not given),-0.1,-0.8,14,6
COc1ccc(CNc2nc(-c3ccccc3)nc3nc[nH]c23)cc1,0.3,0.8,4,14
COC(=O)C1CCc2ccccc2N1C(=O)c1ccc(OC)cc1 (stereo not given),0.1,1.1,7,14
COC(=O)c1cc(CNC(=O)c2ccccn2)cc(NS(=O)(=O)Cc2ccccc2)c1,0.1,-1.1,0,10
CCOc1ccc(S(=O)(=O)Nc2ccc3oc(C)c(C(=O)OC)c3c2)cc1,0.4,8.9*,63*,19
OC(CCCN1CCOCC1)c1ccc(F)cc1 (stereo not given),0.0,0.0,7,5
C=CCNC(=S)NCc1ccccc1OC,-0.2,0.0,-2,1
O=C(Cc1ccc(Br)cc1)Nc1ccccc1C(=O)O,-0.1,-6.6,-37,12
COc1ccc2nc3sc(C(=O)NCCCN4CCCC4=O)cc3cc2c1,-0.1,0.2,-26,0
COC(=O)C1=C(C)N(CCc2ccc(OC)cc2)C(=O)C1,0.3,-1.5,6,3
CC(=O)n1nc(C)c2c1CC(C)(C)CC2=O,0.2,-0.2,-4,3
CCCOc1ccc(N2C(=O)CC(N(Cc3ccco3)C(=O)c3noc(C)c3-c3ccccc3Cl)C2=O)cc1 (stereo not given),0.0,0.7,-4,-10
Cc1nnc(NC(=O)CSc2nnc3n2C(C)(C)Cc2ccccc2-3)s1,0.1,0.2,-2,3
O=C1N=C(N2CCN(Cc3ccccc3)CC2)S/C1=C/c1ccc(O)cc1,-0.1,-2.2,-1,-5
NC(=O)CSc1nnc(-c2cccs2)n1Cc1ccco1,0.1,1.3,-2,5
O=C(CC12CC3CC(CC(C3)C1)C2)NNC(=O)c1ccc(N2CCCC2=O)cc1,1.1,-0.2,-4,10
O=C(COc1ccccc1[N+](=O)[O-])N/N=C/c1ccc(O)cc1,0.2,-0.8,7,2
CCc1ccc(OCC(=O)Nc2ccc(C(C)=O)cc2)c(Br)c1,-0.1,1.8,-44,-10
NS(=O)(=O)c1ccc(NC(=O)CSc2nnc(NC(=O)c3ccccc3)s2)cc1,0.0,-7.7,7,-3
CC(=O)c1c(C)[nH]c(C(=O)N2CCCCCC2)c1C,0.0,0.2,7,-4
COc1ccc(-c2c(C(F)(F)F)oc3cc(OC(C)=O)ccc3c2=O)cc1OC,-0.1,-0.3,2,-9
COc1ccc(-c2cc(C(=O)Nc3ccc(Oc4ccccc4)cc3)c3ccccc3n2)cc1,0.4,-1.2,13,-5
O=C(Cc1cn(-c2ccc(Oc3ccccc3)nn2)c2ccccc12)NCc1ccccc1,0.0,-1.6,1,12
O=C(c1ccc2c(c1)OCCCO2)c1cccs1,-0.2,1.3,-32,0
C=C(NC(C)=O)C(=O)c1ccc([N+](=O)[O-])cc1,0.1,0.1,10,9
CC1CCC(NC(=O)C2CC(O)CN2S(=O)(=O)c2ccc([N+](=O)[O-])cc2)CC1 (stereo not given),0.2,-2.0,4,3
Cn1c(SCC(=O)Nc2sc3c(c2C#N)CCCCC3)nnc1-c1ccncc1,0.1,0.6,1,-1
CC(C)CCNC(=O)c1cnn2c(C(F)(F)F)cc(-c3ccco3)nc12,0.1,1.0,7,18
COc1ccc(O[C@H]2C=C[C@@H](c3ccccc3)O[C@@H]2COC(=O)CC/C(C)=N/OCC[C@@H]2C=C[C@H](OC(C)=O)[C@@H](COC(C)=O)O2)cc1,0.3,3.0,/,-1
CCCn1cnc2sc(C(=O)Nc3cc(OC)c(OC)c(OC)c3)c(C)c2c1=O,-0.1,-0.7,-6,-1
COC(=O)C(=O)C1=C(c2ccc(Cl)cc2)NC(=O)NC1c1ccc(Cl)cc1 (stereo not given),0.1,-0.9,3,15
COc1ccc(CC(=O)Nc2c3c(nn2-c2cccc(Cl)c2)CS(=O)(=O)C3)cc1OC,0.6,-0.8,1,13
Cc1oc(C(C)(C)C)cc1C(N)=O,0.4,-0.9,0,13
CCCCCCn1c(=O)c2c(nc3n2CCS3)n(C)c1=O,0.0,-0.5,13,-7
CCCNC(=O)c1noc(C(C)C)c1[N+](=O)[O-],0.1,3.2,-7,-1
Cc1ccc([N+](=O)[O-])cc1S(=O)(=O)n1ccnc1,-0.2,2.6,10,-2
C=CCNC(=O)CN1CCC(NC(=O)c2ccco2)CC1,-0.1,0.0,4,3
CCOC(=O)c1ccc(CSc2nc(C)cc(COC)c2C#N)cc1,0.7,-0.1,-2,16
Cc1cccn2c(CNCCc3cnn(C)c3)c(C(=O)N3CCCCC3)nc12,-0.1,0.4,9,-9
COc1cccc(OCCOc2ccccc2/C=N/n2cnnc2)c1,0.1,1.2,-30,0
COc1ccc(CCNC(=O)/C(=C/c2ccco2)NC(=O)c2ccccc2)cc1,0.7,-0.2,2,26
COc1ccccc1/C=C/C=C1\N=C(c2ccc(Cl)cc2Cl)OC1=O,0.0,1.4,-3,5
COc1ccccc1N1CCN(C(=O)CC(NC(N)=O)c2ccccc2Cl)CC1 (stereo not given),0.1,3.4,3,20
O=C(/C=C/c1ccc(Br)cc1)NCc1cccs1,0.4,-1.8,-26,20
CN1CCN(C(=O)c2sc(=S)n(-c3ccccc3)c2N)CC1,-0.3,-1.0,7,11
CCOC(=O)C1CCN(C(=S)Nc2ccccc2)CC1,-0.4,-0.6,-8,0
COc1cc(O)c(/C=N/N(CCO)C2=NS(=O)(=O)c3ccccc32)cc1Cl,-0.3,0.6,-3,12
Cc1nc2ccccc2c2oc(C(=O)NCCc3ccsc3)cc12,0.0,0.3,12,12
COc1ccc(C(=O)Nc2sc3c(c2C(N)=O)CCC(C(C)(C)C)C3)cc1[N+](=O)[O-] (stereo not given),-0.1,-0.2,-14,-12
Cc1ccc(N)cc1NC(=O)CSc1nnc(-c2ccncc2)n1-c1ccccc1,0.1,-0.7,8,16
CCOc1ccc(C(=O)Nc2c3c(nn2-c2cccc(C)c2C)CSC3)cc1,-0.1,-1.4,10,-2
COc1ccccc1OCCC(=O)OCC(=O)NC(=O)C1CCCCC1,0.0,3.0,-3,4
Cc1cccc(C)c1NC(=S)N(CCCN1CCCCCC1)Cc1ccco1,-0.1,-2.0,3,14
CCOc1ccc(CCNC(=O)C2CCN(C(=O)N(C)C)CC2)cc1OCC,0.2,0.8,-11,5
# (continued)
SMILES,FBW7 activator,GPR151 ag,TEAD-YAP block,MITF inh
O=C(CSc1nc(NCc2ccc(Cl)cc2)c2ccccc2n1)c1ccc(Br)cc1,0.1,4.2,3,1
Cc1ccc(/C(N)=N/OC(=O)CCCOc2ccccc2)cc1,0.0,1.1,5,-1
Fc1ccccc1-c1nc(N2CCC3(CC2)OCCO3)c2ccccc2n1,0.1,-0.1,-2,1
O=C(NCC1(c2ccccc2)CCOCC1)C1CC12CCN(C1CCSCC1)CC2 (stereo not given),-0.1,-1.5,2,9
CC[C@H](Cn1nc(-c2ccoc2C)oc1=O)NC(=O)Cc1ccccc1,0.1,0.5,14,-6
N=C1C(c2nc3ccccc3[nH]2)=C(O)CN1NC(=O)C(N)=O,-0.5,-1.9,-8,1
CN(C)CCNc1ccc2ncc(-c3cccc(F)c3)n2n1,0.5,0.3,-17,11
CCNc1nc(NCC)n2c(SCC(=O)c3ccc(C(C)(C)C)cc3)nnc2n1,-0.2,1.4,-13,-5
O=C(C1=CCCC1)N1CCC(CO)(CCOc2ccccc2)CC1,0.0,0.2,-24,-1
CC1CCCCN1C(=O)Cn1c(=O)n(Cc2ccccc2)c(=O)c2c3c(sc21)CCC3 (stereo not given),-0.1,-0.8,9,10
O=C1/C(=C/c2ccc(-c3ccc(Cl)c(Cl)c3)o2)C=C(c2ccccc2)N1c1ccccc1Cl,-0.1,0.7,2,2
N#Cc1c(N)[nH]c(=S)c(C#N)c1-c1ccc(Br)cc1,-0.2,1.1,0,0
S=C(Nc1ccccc1)N1CCc2ccccc21,0.3,0.0,-8,4
O=C(COC(=O)CN1C(=O)COc2ccccc21)NCC1CCCO1 (stereo not given),0.1,3.1,1,1
CCOc1cc(S(=O)(=O)n2ccnc2)ccc1Cl,0.1,0.5,-4,12
O=C(NC(=S)Nc1ccc2nn(-c3ccccc3)nc2c1)c1cc2ccccc2o1,0.0,0.4,4,-8
Cc1ccc2nc(C)c3c(c2c1)OC(CBr)C3 (stereo not given),0.0,0.9,11,-7
O=C(O)CCCCCN1C(=O)C(=O)/C(=C(\O)c2ccc(F)cc2)C1c1ccc([N+](=O)[O-])cc1 (stereo not given),-0.1,0.4,14,6
CCc1sc(Nc2ccc(C)cc2)nc1-c1ccc(Cl)cc1,-0.1,0.4,-6,-1
CCc1nc(Nc2nc3ccccc3s2)nc2c1CCCC2,-0.1,-0.4,-3,-4

# For convenience, 16 of the compounds above.
SMILES,FBW7 activator,GPR151 ag,TEAD-YAP block,MITF inh
O=C(CSc1nc(NCc2ccc(Cl)cc2)c2ccccc2n1)c1ccc(Br)cc1,0.1,4.2,3,1
Cc1ccc(/C(N)=N/OC(=O)CCCOc2ccccc2)cc1,0.0,1.1,5,-1
Fc1ccccc1-c1nc(N2CCC3(CC2)OCCO3)c2ccccc2n1,0.1,-0.1,-2,1
O=C(NCC1(c2ccccc2)CCOCC1)C1CC12CCN(C1CCSCC1)CC2 (stereo not given),-0.1,-1.5,2,9
CC[C@H](Cn1nc(-c2ccoc2C)oc1=O)NC(=O)Cc1ccccc1,0.1,0.5,14,-6
N=C1C(c2nc3ccccc3[nH]2)=C(O)CN1NC(=O)C(N)=O,-0.5,-1.9,-8,1
CN(C)CCNc1ccc2ncc(-c3cccc(F)c3)n2n1,0.5,0.3,-17,11
CCNc1nc(NCC)n2c(SCC(=O)c3ccc(C(C)(C)C)cc3)nnc2n1,-0.2,1.4,-13,-5
O=C(C1=CCCC1)N1CCC(CO)(CCOc2ccccc2)CC1,0.0,0.2,-24,-1
CC1CCCCN1C(=O)Cn1c(=O)n(Cc2ccccc2)c(=O)c2c3c(sc21)CCC3 (stereo not given),-0.1,-0.8,9,10
O=C1/C(=C/c2ccc(-c3ccc(Cl)c(Cl)c3)o2)C=C(c2ccccc2)N1c1ccccc1Cl,-0.1,0.7,2,2
N#Cc1c(N)[nH]c(=S)c(C#N)c1-c1ccc(Br)cc1,-0.2,1.1,0,0
S=C(Nc1ccccc1)N1CCc2ccccc21,0.3,0.0,-8,4
O=C(COC(=O)CN1C(=O)COc2ccccc21)NCC1CCCO1 (stereo not given),0.1,3.1,1,1
CCOc1cc(S(=O)(=O)n2ccnc2)ccc1Cl,0.1,0.5,-4,12
O=C(NC(=S)Nc1ccc2nn(-c3ccccc3)nc2c1)c1cc2ccccc2o1,0.0,0.4,4,-8

# Next section
SMILES,FBW7 activator,GPR151 ag,TEAD-YAP block,MITF inh
COc1ccc(C(=O)c2cc([N+](=O)[O-])ccc2Cl)cc1,-0.3,0.2,12,4
O=C(NCC1CCC2(CCN(Cc3c(F)cccc3Cl)CC2)O1)C1CCCO1 (stereo not given),-0.1,2.5,3,3
CCCCOC(=O)c1cccc(NC(=O)c2c(OC)cccc2OC)c1,0.3,2.8,2,11
CN1C(=O)/C(=C/c2ccc(C(=O)NCC3CCCO3)cc2)Oc2ccccc21 (stereo not given),-0.3,0.4,-9,-8
Cc1nc2c(-c3ccccc3)c(C)nn2c(C)c1CC(=O)NCCCN1CCCC1=O,-0.1,2.2,8,-1
C=CCN1CCN(C(=O)c2cccnc2)C(C(=O)N2CCCC2)C1 (stereo not given),0.0,-0.2,-4,-14
Cc1ccc(NC(=O)CSc2nc(-c3ccccc3)cc(-c3ccccc3)c2C#N)cc1,-0.1,0.8,7,1
COCCCn1c(=O)[nH]c2nc(-c3ccccc3CO)cnc21,0.0,1.7,-5,1
Cc1ccc2c(c1)C(c1ccccc1)N(C(=O)c1ccc(Br)o1)CC(=O)N2 (stereo not given),0.1,0.5,19,3
CCOc1cc(/C=c2\sc3nc(-c4cccs4)nn3c2=O)ccc1OC(C)=O,0.2,3.6,9,0
CCCCCc1c(C)c(C#N)c2nc3ccccc3n2c1NCCN(CC)CC,1.4,-0.1,-2,6
Clc1nc(NCc2ccccc2)nc(N2CCCCC2)n1,0.3,0.1,9,16
COc1cc([N+](=O)[O-])ccc1NC(=O)COC(=O)c1ccc(NC(N)=O)cc1,-0.1,-0.2,17,1
C#CCOc1ccc(/C=C2\SC(NC(C)=O)=NC2=O)cc1Cl,-0.1,1.2,-49,-6

# Gathered by group: the compounds so far with a CF3 group (two)
SMILES,FBW7 activator,GPR151 ag,TEAD-YAP block,MITF inh
COc1ccc(-c2c(C(F)(F)F)oc3cc(OC(C)=O)ccc3c2=O)cc1OC,-0.1,-0.3,2,-9
CC(C)CCNC(=O)c1cnn2c(C(F)(F)F)cc(-c3ccco3)nc12,0.1,1.0,7,18
